Mtb BioA inh: blocks M. tuberculosis BioA enzyme activity. purified M. tuberculosis BioA enzyme, plate reader. inhibition, % at 9.99 µM. 360,000 compounds, 0.096% hits. AID 602481; in the data active = inhibition above about 40%
An asterisk follows results filed as active; & = joins results of further samples. These rows are one share of the data, so the mix of outcomes need not match the whole.

SMILES	Mtb BioA inh
C[C@@H]1CCCCO[C@H](CN(C)C(=O)NC2CCCCC2)[C@H](C)CN([C@H](C)CO)C(=O)c2cc(NC(=O)Nc3cccc4ccccc34)ccc2O1	2.2
O=C(NCC1CC1)[C@H]1[C@H](CO)[C@H]2Cn3c(ccc(-c4cccc(F)c4)c3=O)[C@H]2N1CC1CCOCC1	7.7
CO[C@@H]1CN(C)C(=O)c2ccc(NC(=O)C3CCCC3)cc2OC[C@H](C)N(S(C)(=O)=O)C[C@H]1C	-1.8
CCS(=O)(=O)N1CCCCN2[C@H](CO)[C@@H](c3ccc(-c4ccccc4F)cc3)[C@H]2C1	8.4
Cc1ccc(S(=O)(=O)N[C@H]2CC[C@H](CCn3cc(C4CCCC4)nn3)O[C@@H]2CO)cc1	0.6
O=C(C[C@@H]1C=C[C@@H](NC(=O)C2CCC2)[C@@H](CO)O1)Nc1nccs1	-2.7
O=C(Nc1cc(F)ccc1F)N[C@@H]1CC[C@H](CCn2cc(C3CCCCC3)nn2)O[C@@H]1CO	1.0
CCCNC(=O)N1C[C@H](O)COC[C@H]2O[C@@H](CC(=O)NCCCN3CCOCC3)CC[C@@H]21	-1.3
C[C@H]1CN([C@@H](C)CO)C(=O)c2cc(Br)cnc2O[C@H]1CN(C)C(=O)c1ccccc1F	1.3
COc1ccc(CNC(=O)C[C@@H]2CC[C@H](NC(=O)c3cccc(F)c3)[C@@H](CO)O2)cc1	-0.2
CNC(=O)C[C@H]1CC[C@H]2[C@H](COc3ccc(NC(=O)c4cccc(F)c4)cc3C(=O)N2C)O1	3.8&-6.8
CO[C@@H](CN(C)S(=O)(=O)c1ccccc1)[C@@H](C)CN(Cc1ccccc1Cl)[C@H](C)CO	-0.1
C[C@H]1CN([C@@H](C)CO)C(=O)c2ccccc2-c2ccccc2CO[C@@H]1CN(C)C(=O)c1ccc(F)cc1	-0.6
COCC#Cc1cnc2c(c1)C(=O)N([C@@H](C)CO)C[C@@H](C)[C@H](CN(C)Cc1ccccc1F)O2	3.6
CC(C)(O)C#Cc1ccc([C@H]2[C@@H](CO)N3CCCCN(S(C)(=O)=O)C[C@@H]23)cc1	-0.5
C[C@@H]1CN([C@H](C)CO)C(=O)CCCn2cc(nn2)CO[C@@H]1CN(C)C(=O)Nc1ccc(N2CCN(C)CC2)cc1	1.1
Cc1ccc(S(=O)(=O)N(C)C[C@H]2Oc3c(NS(=O)(=O)c4ccc(F)cc4)cccc3C(=O)N([C@@H](C)CO)C[C@@H]2C)cc1	-3.4
COc1ccccc1S(=O)(=O)N(C)C[C@@H]1Oc2cc(C#CCC3CCCC3)ccc2S(=O)(=O)N([C@H](C)CO)C[C@H]1C	0.7
CN(C)C(=O)C[C@@H]1C=C[C@H](NC(=O)Nc2cccc(F)c2)[C@@H](CO)O1	-2.1
O=C(N[C@H]1CC[C@@H](CCNC(=O)c2ccccc2F)O[C@H]1CO)c1ccc2c(c1)OCO2	2.3
C[C@@H]1CCCCO[C@H](CN(C)C(=O)C2CCCCC2)[C@H](C)CN([C@H](C)CO)C(=O)c2cc(NC(=O)NC3CCCCC3)ccc2O1	1.4
O=S(=O)(N[C@H]1CC[C@H](CCn2cc(-c3cccnc3)nn2)O[C@H]1CO)c1ccc(F)cc1	20
CC(=O)N1CC[C@H]2[C@H](CO)Nc3ccc(-c4ccc(F)cc4)cc3[C@H]21	6.5
CCCN(C)C[C@H]1Oc2cc(Br)ccc2S(=O)(=O)N([C@H](C)CO)C[C@H]1C	-2.2
CN1C(=O)c2cc(NS(=O)(=O)c3cccc(F)c3)ccc2OC[C@H]2O[C@@H](CC(=O)NCCN3CCCCC3)CC[C@@H]21	-3.3
Next part.
SMILES	Mtb BioA inh
CCC(=O)N(C)C[C@H]1Oc2ncc(-c3ccccc3F)cc2C(=O)N([C@H](C)CO)C[C@H]1C	-4.8
COc1ccc(CN(C)C[C@H]2Oc3ccc(NC(=O)Nc4ccc(C(F)(F)F)cc4)cc3CC(=O)N([C@H](C)CO)C[C@H]2C)cc1	-0.8
CCCC(O)C#Cc1cnc2c(c1)C(=O)N([C@H](C)CO)C[C@H](C)[C@H](CN(C)Cc1ccc3c(c1)OCO3)O2 (some centres not stated)	5.4
C[C@H](CO)N1C[C@H](C)[C@H](CN(C)S(C)(=O)=O)Oc2ccc(NC(=O)Cc3ccccc3)cc2C1=O	-4.1
CCS(=O)(=O)Nc1ccc2c(c1)C(=O)N(C)C[C@H](OC)[C@@H](C)CN(CC1CCCC1)[C@@H](C)CO2	-4.2
Cc1noc(C)c1S(=O)(=O)Nc1ccc2c(c1)C(=O)N([C@H](C)CO)C[C@@H](C)[C@@H](CN(C)S(=O)(=O)c1cn(C)cn1)O2	-0.8
COCC(=O)N(C)C[C@H]1[C@H](c2ccccc2)[C@H](CO)N1C(=O)NC(C)C	-1.1
C[C@H]1CN([C@@H](C)CO)C(=O)c2cccc(NS(=O)(=O)c3ccc(F)cc3)c2O[C@@H]1CN(C)Cc1ccccc1	6.5
C[C@@H](NC(=O)C[C@H]1C=C[C@@H](NC(=O)C2CC2)[C@@H](CO)O1)c1ccccc1	-4.0
C[C@H]1CN([C@@H](C)CO)S(=O)(=O)c2ccc(-c3cccnc3)cc2O[C@@H]1CN(C)CC1CC1	0.0
CO[C@@H]1CN(C)C(=O)c2ccc(NC(=O)C3CCOCC3)cc2OC[C@H](C)N(C)C[C@H]1C	-1.7
CNC[C@H]1Oc2c(NS(=O)(=O)c3cccs3)cccc2C(=O)N([C@H](C)CO)C[C@H]1C	-0.3
O=C(C[C@@H]1CC[C@@H]2[C@H](COC[C@@H](O)CN2C(=O)Nc2cccc(F)c2)O1)NCc1ccccc1F	2.6
CCS(=O)(=O)N1[C@H](CO)[C@@H](c2ccc(C#Cc3ccccc3F)cc2)[C@@H]1C#N	-1.7
C[C@H](CO)N1C[C@H](C)[C@H](CN(C)S(=O)(=O)c2ccccc2F)OCc2ccccc2-c2ccccc2C1=O	3.7
C[C@H]1CN([C@@H](C)CO)S(=O)(=O)c2ccc(C#CC3CC3)cc2O[C@@H]1CN(C)Cc1ccncc1	8.3
COc1ccc(NC(=O)N(C)C[C@H]2Oc3c(NC(=O)C4CCCCC4)cccc3C(=O)N([C@H](C)CO)C[C@H]2C)cc1	-0.4
CC=Cc1ccc2n(c1=O)C[C@H]1[C@H](CO)[C@@H](C(=O)N3CCC(Cc4ccccc4)CC3)N(C)[C@@H]21 (mixture of isomers)	2.4
C[C@H](CO)N1C[C@H](C)[C@H](CN(C)Cc2ccc(C(=O)O)cc2)OCCCC[C@H](C)Oc2ccc(NC(=O)Nc3ccc(F)cc3)cc2C1=O	4.3
CC1C=NC(S(=O)(=O)N2CC[C@@H]3[C@H]2c2cc(-c4ccccc4F)ccc2N(C)[C@H]3CO)=N1 (some centres not stated)	2.2
O=C(N[C@H]1CC[C@@H](CCNS(=O)(=O)c2cccc(Cl)c2)O[C@H]1CO)c1ccc(F)cc1	-0.1
COc1ccc(S(=O)(=O)N(C)C[C@H]2Oc3c(NC(=O)Nc4cccc5ccccc45)cccc3C(=O)N([C@@H](C)CO)C[C@H]2C)cc1	-1.2
COc1ccccc1-c1ccc([C@@H]2[C@@H](CO)N3CCCCN(C(=O)c4cccnc4)C[C@@H]23)cc1	2.8
CCCNC(=O)[C@H]1N[C@H]2c3ccc(C4=CCCC4)c(=O)n3C[C@H]2[C@@H]1CO	0.3
COc1cccc(S(=O)(=O)N2C[C@@H](O)COC[C@H]3O[C@H](CC(=O)N4CCCCC4)CC[C@@H]32)c1	-0.4
The results go on:
SMILES	Mtb BioA inh
COCc1cn(CC[C@H]2CC[C@@H](NC(=O)Nc3ccc(OC)cc3)[C@H](CO)O2)nn1	1.5
COc1ccc(NC(=O)Nc2cccc3c2O[C@H](CN(C)C(=O)Nc2ccc(C(F)(F)F)cc2)[C@H](C)CN([C@@H](C)CO)C3=O)cc1	-4.6
C[C@H]1CN([C@@H](C)CO)C(=O)c2cc(C#Cc3cccnc3)cnc2O[C@@H]1CN(C)S(=O)(=O)c1ccccc1F	1.3
O=C(NCC1CC1)[C@@H]1[C@@H](CO)[C@@H]2Cn3c(ccc(-c4ccncc4)c3=O)[C@H]1N2Cc1nccs1	0.5
Cc1ccccc1-c1ccc([C@H]2[C@H](CO)N3CCCCN(C(=O)c4cccnc4)C[C@@H]23)cc1	-2.3
O=C(NCC1CCCCC1)[C@H]1[C@H](CO)[C@H]2Cn3c(cccc3=O)[C@@H]1N2C(=O)c1ccncc1	-0.8
CCC(=O)Nc1ccc2c(c1)OC[C@@H](C)N(Cc1ccccn1)C[C@H](C)[C@@H](OC)CN(C)C2=O	0.9
C[C@H](CO)N1C[C@H](C)[C@@H](CN(C)Cc2ccc(C(F)(F)F)cc2)OCCCC[C@H](C)Oc2ccc(NS(=O)(=O)c3cccs3)cc2C1=O	-1.0
Cc1ccc(S(=O)(=O)N[C@H]2CC[C@@H](CC(=O)NCCN3CCCCC3)O[C@@H]2CO)cc1	-2.9
COc1ccccc1C(=O)Nc1ccc2c(c1)C(=O)N(C)C[C@H](OC)[C@H](C)CN(CC1CC1)[C@@H](C)CO2	-1.1
COc1ccc(NC(=O)N(C)C[C@@H]2OCCCC[C@H](C)Oc3ccc(NC(=O)Nc4ccc5c(c4)OCO5)cc3C(=O)N([C@@H](C)CO)C[C@H]2C)cc1	-4.6
CO[C@H]1CN(C)C(=O)c2cc(NC(=O)c3cccc(F)c3)ccc2OC[C@@H](C)N(CC2CC2)C[C@H]1C	-0.7
COc1ccc(S(=O)(=O)Nc2ccc3c(c2)C(=O)N([C@H](C)CO)C[C@@H](C)[C@H](CN(C)C(=O)Nc2cccc4ccccc24)O3)cc1	1.1
COc1ccc(-c2cn(CC[C@@H]3CC[C@@H](NC(=O)c4cnccn4)[C@H](CO)O3)nn2)cc1	-0.2
O=C(Nc1ccc(Cl)cc1)N[C@H]1CC[C@@H](CCn2cc(Cc3ccccc3)nn2)O[C@@H]1CO	-2.2
C[C@H](CO)N1C[C@H](C)[C@@H](CN(C)CC2CCOCC2)Oc2ncc(-c3cccc(F)c3)cc2C1=O	2.2
C/C=C/c1ccc([C@@H]2[C@H](CO)N(C(=O)CC)[C@H]2CNC(=O)CC)cc1	-2.6
CCS(=O)(=O)N[C@H]1C=C[C@@H](CC(=O)NCc2ccc(Cl)cc2)O[C@H]1CO	3.3
CO[C@@H]1CN(C)C(=O)c2cc(NC(=O)Nc3c(C)noc3C)ccc2OC[C@@H](C)N(C)C[C@@H]1C	-1.0
Cn1cnc(S(=O)(=O)N[C@H]2C=C[C@H](CC(=O)NCC3CC3)O[C@@H]2CO)c1	-0.8
Cc1noc(C)c1NC(=O)Nc1ccc2c(c1)CC(=O)N([C@H](C)CO)C[C@H](C)[C@H](CN(C)CC1CC1)O2	2.0
O=C(c1ccccn1)N1C[C@H]2[C@@H](c3ccccc31)[C@H](CO)N2C(=O)Nc1ccccc1Cl	1.7
O=C(C[C@H]1C[C@@H]2c3cc(NC(=O)Nc4ccc(C(F)(F)F)cc4)ccc3O[C@@H]2[C@H](CO)O1)NCc1ccc(Cl)cc1	-0.4
O=C(N[C@H]1C=C[C@H](CC(=O)N2CCCCC2)O[C@H]1CO)c1cccc(F)c1	0.5
O=C(Cc1ccccn1)NCC[C@@H]1CC[C@@H](NC(=O)Nc2ccc(Cl)cc2)[C@@H](CO)O1	-1.8
(cont.)
SMILES	Mtb BioA inh
C[C@@H]1CN([C@@H](C)CO)C(=O)c2cc(/C=C/c3ccccc3)cnc2O[C@@H]1CN(C)S(=O)(=O)c1cccs1	-2.4
Cc1ccc(S(=O)(=O)N(C)C[C@@H]2Oc3ccc(NC(=O)NC4CCCCC4)cc3C(=O)N([C@H](C)CO)C[C@H]2C)cc1	0.2
Cc1ccc(S(=O)(=O)N(C)C[C@@H]2Oc3ccc(NS(=O)(=O)c4c(C)noc4C)cc3CC(=O)N([C@H](C)CO)C[C@@H]2C)cc1	-0.5
CCCNC(=O)N1C[C@@H](C)[C@H](OC)CN(C)C(=O)c2ccc(NS(C)(=O)=O)cc2OC[C@H]1C	-3.8
C/C=C/c1cnc2c(c1)C(=O)N([C@@H](C)CO)C[C@@H](C)[C@@H](CN(C)C(=O)Cc1ccccc1)O2	-1.5
COc1cccc(NC(=O)N2C[C@H](O)COC[C@H]3O[C@H](CC(=O)N(C)C)CC[C@@H]32)c1	-1.2
C[C@H]1CN([C@@H](C)CO)C(=O)Cc2cc(NC(=O)Nc3ccccc3)ccc2O[C@H]1CN(C)S(=O)(=O)c1ccc(Cl)cc1	0.4
C=CC1c2cc(OC)c(OC)cc2CC(C)N1Cc1ccc(OC)cc1 (configuration not stated)	0.1

13 entries from above, with bars between the fields.
molecule | Mtb BioA inh
CO[C@@H]1CN(C)C(=O)c2cc(NC(=O)Nc3c(C)noc3C)ccc2OC[C@@H](C)N(C)C[C@@H]1C | -1.0
Cn1cnc(S(=O)(=O)N[C@H]2C=C[C@H](CC(=O)NCC3CC3)O[C@@H]2CO)c1 | -0.8
Cc1noc(C)c1NC(=O)Nc1ccc2c(c1)CC(=O)N([C@H](C)CO)C[C@H](C)[C@H](CN(C)CC1CC1)O2 | 2.0
O=C(c1ccccn1)N1C[C@H]2[C@@H](c3ccccc31)[C@H](CO)N2C(=O)Nc1ccccc1Cl | 1.7
O=C(C[C@H]1C[C@@H]2c3cc(NC(=O)Nc4ccc(C(F)(F)F)cc4)ccc3O[C@@H]2[C@H](CO)O1)NCc1ccc(Cl)cc1 | -0.4
O=C(N[C@H]1C=C[C@H](CC(=O)N2CCCCC2)O[C@H]1CO)c1cccc(F)c1 | 0.5
O=C(Cc1ccccn1)NCC[C@@H]1CC[C@@H](NC(=O)Nc2ccc(Cl)cc2)[C@@H](CO)O1 | -1.8
C[C@@H]1CN([C@@H](C)CO)C(=O)c2cc(/C=C/c3ccccc3)cnc2O[C@@H]1CN(C)S(=O)(=O)c1cccs1 | -2.4
Cc1ccc(S(=O)(=O)N(C)C[C@@H]2Oc3ccc(NC(=O)NC4CCCCC4)cc3C(=O)N([C@H](C)CO)C[C@H]2C)cc1 | 0.2
Cc1ccc(S(=O)(=O)N(C)C[C@@H]2Oc3ccc(NS(=O)(=O)c4c(C)noc4C)cc3CC(=O)N([C@H](C)CO)C[C@@H]2C)cc1 | -0.5
CCCNC(=O)N1C[C@@H](C)[C@H](OC)CN(C)C(=O)c2ccc(NS(C)(=O)=O)cc2OC[C@H]1C | -3.8
C/C=C/c1cnc2c(c1)C(=O)N([C@@H](C)CO)C[C@@H](C)[C@@H](CN(C)C(=O)Cc1ccccc1)O2 | -1.5
COc1cccc(NC(=O)N2C[C@H](O)COC[C@H]3O[C@H](CC(=O)N(C)C)CC[C@@H]32)c1 | -1.2
